HUVEC tox IL1B = HUVEC cytotoxicity counter-screen, IL-1B stimulated. cell count reduction, % at 2 µM. HUVEC cell count loss, Hoechst imaging. AID 845. hit rate 0.41% among 94,000;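 active = cell count reduction more than 3 SD above the screen-wide mean, cut at about 70% in these data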;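 note: normalized per plate to untreated control cells as the no-loss baseline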
sEH inh = soluble epoxide hydrolase (human) inhibition | recombinant human sEH enzymatic activity assay | hit rate 0.34% among 91,000 | inhibition, % at 2 µM | P34913; in the data active = inhibition above about 80%; note: values of inactives mirror those of a sister screen read the other way; many of its hits are not listed in these tables
Target sequence (P34913 whole entry, looked up): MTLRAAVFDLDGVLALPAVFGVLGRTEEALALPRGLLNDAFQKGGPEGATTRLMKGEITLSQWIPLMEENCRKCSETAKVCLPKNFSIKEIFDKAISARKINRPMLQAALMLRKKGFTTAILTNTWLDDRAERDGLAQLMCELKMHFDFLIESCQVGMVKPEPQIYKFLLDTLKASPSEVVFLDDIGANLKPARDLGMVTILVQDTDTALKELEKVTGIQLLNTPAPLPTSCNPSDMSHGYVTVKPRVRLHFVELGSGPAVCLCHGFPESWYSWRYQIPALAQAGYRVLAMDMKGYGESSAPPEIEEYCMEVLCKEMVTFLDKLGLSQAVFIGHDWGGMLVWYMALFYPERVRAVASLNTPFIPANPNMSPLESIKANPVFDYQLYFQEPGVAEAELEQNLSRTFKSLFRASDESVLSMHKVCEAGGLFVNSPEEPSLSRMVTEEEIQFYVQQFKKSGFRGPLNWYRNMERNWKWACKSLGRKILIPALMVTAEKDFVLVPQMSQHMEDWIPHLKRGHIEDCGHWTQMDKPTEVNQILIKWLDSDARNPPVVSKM
Smad3 inh = blocks human Smad3 binding to FoxH1 peptide | AID 630 | inhibition, % at 25 µM | TR-FRET Smad3/Dy647-FoxH1 peptide binding, europium anti-His | hit rate 0.29% among 88,000;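 active = compounds that reduce the energy-transfer binding signal between the protein and its labelled peptide by more than half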;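 note: 0% = Smad3 plus labelled peptide maximal FRET and 100% = peptide-only background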
Target sequence (P84022 whole entry, looked up): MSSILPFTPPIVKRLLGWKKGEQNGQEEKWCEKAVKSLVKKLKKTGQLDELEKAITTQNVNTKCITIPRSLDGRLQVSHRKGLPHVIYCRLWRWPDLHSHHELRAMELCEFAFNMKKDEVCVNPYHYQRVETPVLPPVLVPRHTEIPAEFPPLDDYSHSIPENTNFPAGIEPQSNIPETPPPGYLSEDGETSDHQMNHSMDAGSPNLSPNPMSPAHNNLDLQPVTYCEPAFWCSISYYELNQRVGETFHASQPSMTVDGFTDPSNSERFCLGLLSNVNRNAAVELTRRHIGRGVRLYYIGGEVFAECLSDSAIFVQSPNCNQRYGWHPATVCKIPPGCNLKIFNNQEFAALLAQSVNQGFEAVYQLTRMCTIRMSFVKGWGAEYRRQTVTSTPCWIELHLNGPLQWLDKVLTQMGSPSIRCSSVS
cytoskel mod = cytoskeleton assembly modification; inhibition, % at 2 µM; hit rate 0.18% among 91,000; AID 836; HUVEC TNFa F-actin phalloidin imaging, high content;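 active = inhibition above the batch mean plus 3 SD and confirmed as a hit by visual image inspection, cut at about 30% in these data, passing the limit was not always enough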; note: strong numbers were not always called active
sEH act = increases human soluble epoxide hydrolase activity. P34913. purified human sEH enzymatic activity, activator screen. activation, % at 2 µM. hit rate 0.04% among 91,000; in the data active = activation above about 37%; note: values of inactives mirror those of a sister screen read the other way
VCAM1 TNFa inh = reduces TNF alpha induced VCAM1 expression in HUVEC; hit rate 0.48% among 95,000; AID 802; HUVEC TNFa-induced VCAM-1 immunofluorescence, high-content imaging; inhibition, % at 2 µM;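 active = inhibition above the batch mean plus 3 SD, with images confirmed as a hit by eye, cut at about 37% in these data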;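 note: 0% = TNF-stimulated DMSO wells and 100% = unstimulated control wells; not every result past the cut was called active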
HUVEC tox TNFa = HUVEC cytotoxicity counter-screen, TNF alpha stimulated; HUVEC TNFalpha-stimulated, Hoechst cell count, imaging; cell count reduction, % at 2 µM; hit rate 0.17% among 93,000;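 active = cell count reduction exceeding the screen mean by over 5 SD, scaled to untreated wells per plate, cut at about 78% in these data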;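 note: cells counted after 24 h of TNF alpha exposure following the 1 h pretreatment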
ERb SRC1 inh = ER-beta (human) coactivator binding inhibition. Q92731. TR-FRET ER-beta LBD / SRC1-Cy5 peptide binding; receptor agonist-loaded with 1 µM estradiol. inhibition, % at 25.6 µM. hit rate 1.3% among 86,000;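 active = compounds whose percent inhibition of the receptor-coactivator binding signal exceeds about 50% in the single-dose screen, limit read from the data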;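 note: 0% = receptor plus peptide wells without compound and 100% = peptide-only wells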
Calb biofilm kill = kills Candida albicans biofilms. C. albicans biofilm + clotrimazole, Alamar Blue. inhibition, % at 6 µM. hit rate 0.14% among 85,000;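 active = inhibition above 20%; inactive = inhibition below 20%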;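 note: preformed 24 hr biofilms exposed to compound for 48 hr; 0% = biofilm without compound and 100% = blank killed by clotrimazole plus chlorhexidine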
The depositor's hits bear a star; / = no result given; [ ] = dose if it differs, or a comment. This is a subset; rates above refer to the full screens.

SMILES	HUVEC tox IL1B	sEH inh	Smad3 inh	cytoskel mod	sEH act	VCAM1 TNFa inh	HUVEC tox TNFa	ERb SRC1 inh	Calb biofilm kill
COC(=O)c1ccc(NS(=O)(=O)c2ccc(SC)cc2)cc1	-58	1	-3	-12	0	-15	25	7	4
CCC(C)NC(=O)c1ccc(NC(=O)C2CCCO2)cc1 (stereo unspecified)	-26	/	-1	4	/	9	-16	9[fluorescence artefact?]	-4
CC(C)OCCCNC(=O)c1ccc(N(C)S(C)(=O)=O)cc1	28	-5	4	4	7	-18	0	-2	8
O=c1[nH]c2cc3c(cc2cc1CN(Cc1cccs1)Cc1nnnn1Cc1ccco1)OCCO3	-33	9	7	-2	-11	-5	-39	50	8
Cc1noc(C)c1CSc1nc2ccccc2c(=O)n1-c1ccc(Cl)cc1	89*	2	16	-14	-2	-18	-10	6	6
Cc1ccc(/C=c2/sc3n(c2=O)CCCN=3)o1	0	-2	14	13	8	14	-22	21	/
COc1cccc(/C=N/NC(=O)CC2C(=O)NN=C2C)c1OC (stereo unspecified)	10	-7	/	1	8	-10	-4	/	/
O=C(CSc1nc2ccccc2s1)N1CCCCC1	-6	6	-4	-10	-8	-10	2	-32	0
CCN1C(=O)c2ccc(C(=O)NCc3ccc4c(c3)OCO4)cc2C1=O	-2	63	7[fluorescence artefact?]	-8	-61	-4	6	-1	/
COc1ccccc1-c1nnc(SCc2ccccn2)n1C	-17	-11	4	-5	6	11	2	0	8
COCCN1CN=C(Nc2nc3ccccc3s2)NC1	-31	7	2	2	-6	5	-37	-1	6
CNc1cnn(-c2ccc(C)cc2)c(=O)c1Cl	1	-14	/	16	15	3	3	/	/
CC(C)NS(=O)(=O)c1ccc(OCC(=O)N2CCCC2)cc1	-45	11	-2	/	-7	/	/	14	6
CS(=O)(=O)N1CCN(c2ccccc2NC(=O)c2cccnc2Cl)CC1	-11	-4	2	-18	1	3	8	-8	1
CC1(C)CNC(=O)C=C(c2ccccc2)C1	-31	1	-9	13	-2	11	-23	10	3
COc1ccc(C(=O)N2CCN(C3CCN(Cc4ccccc4)CC3)CC2)cc1OC	-13	5	-6	27	-2	-16	/	-4[fluorescence artefact?]	-2
COc1cccc(/C=N\NC(=O)c2sc(N)nc2C)c1OC	-7	10	/	12	-8	-1	-6	/	/
Cc1cccc(NC(=O)Nc2ccc(C)c(C)c2)n1	-66	7	2	-9	-8	1	-21	16[fluorescence artefact?]	4
CCOC(=O)N1CCN(C(=O)c2nc3ccccc3s2)CC1	-17	0	-1	13	3	-2	-10	-10	3
COc1ccc(CCNC(=O)CCSc2nc(-c3ccco3)cc(C(F)(F)F)n2)cc1	-26	66	4	-5	-66	3	2	-6	11

3 of these compounds in a different format.
compound | HUVEC tox IL1B | sEH inh | Smad3 inh | cytoskel mod | sEH act | VCAM1 TNFa inh | HUVEC tox TNFa | ERb SRC1 inh | Calb biofilm kill
CNc1cnn(-c2ccc(C)cc2)c(=O)c1Cl | 1 | -14 | / | 16 | 15 | 3 | 3 | / | /
CC(C)NS(=O)(=O)c1ccc(OCC(=O)N2CCCC2)cc1 | -45 | 11 | -2 | / | -7 | / | / | 14 | 6
CS(=O)(=O)N1CCN(c2ccccc2NC(=O)c2cccnc2Cl)CC1 | -11 | -4 | 2 | -18 | 1 | 3 | 8 | -8 | 1

Next part:
SMILES	HUVEC tox IL1B	sEH inh	Smad3 inh	cytoskel mod	sEH act	VCAM1 TNFa inh	HUVEC tox TNFa	ERb SRC1 inh	Calb biofilm kill
CCc1nc(N)c(C#N)c(-c2cccc3ccccc23)c1C	24	8	8	-3	-4	9	/	-2[fluorescence artefact?]	2
CCC(C)(C)NC(=O)c1ccc2c(c1)S(=O)(=O)c1ccccc1C2=O	14	-14	/	-19	16	15	0	/	/
O=[N+]([O-])c1ccc(-c2nc3ccc([N+](=O)[O-])cc3[nH]2)cc1	-52	28	/	-1	-30	-11	-7	/	/
O=C(Nc1ccc(Cc2ccncc2)cc1)C1CCC(N2C(=O)C3CC=CCC3C2=O)CC1 (stereo unspecified)	0	-10	56*	/	7	-4	-18	53*	5
CN(Cc1ccc(O)cc1)C1CCCCC1	13	0	2	-10	2	-8	-2	3	6
Cc1ccc(Nc2nc(N)nc(CN3CCN(c4ccccc4)CC3)n2)cc1Cl	-8	11	2	26	-10	13	-20	-5	4
COc1ccccc1N(CC(=O)NCCc1ccccc1)S(C)(=O)=O	-10	4	1	-2	-6	7	-16	-17[fluorescence artefact?]	5
CC(C)NS(=O)(=O)c1ccc(OCC(=O)N2CCCC2)c(Cl)c1	2	-8	10[fluorescence artefact?]	18	6	-14	-18	-25	1
O=C(NC1CC1)c1cccc(Nc2ccc(-c3ccc4c(c3)OCCO4)nn2)c1	-1	-4	16	-3	4	6	-20	-3	2
COC(=O)c1cc2n(n1)CCN(Cc1ccccc1F)C2=O	34	1	/	10	-3	11	-6	/	/
COc1cc2c(cc1NCc1ccccn1)oc1ccccc12	1	0	-6	8	-1	10	8	34[fluorescence artefact?]	9
CN(c1ccccc1)C(c1ccc(F)cc1)c1nnnn1C1CCCC1 (stereo unspecified)	-7	-5	5	36	7	4	-8	3[fluorescence artefact?]	1
Cc1cc(=O)n2c3ccccc3n(CC(O)CN3CCCC3)c2c1C#N (stereo unspecified)	3	-20	/	23	23	2	-12	/	/
CCCc1nnc(SCC(=O)N2C(C)CCCC2C)n1CC1CCCO1 (stereo unspecified)	40	-14	-10	-9	15	-16	4	0[fluorescence artefact?]	10
Cc1ccc(-c2noc(C3CCN(S(=O)(=O)c4ccc5c(c4)OCCO5)CC3)n2)o1	22	-3	6	9	2	10	-25	9	3
Cn1cnnc1SCC(=O)OCN1C(=O)c2ccccc2C1=O	/	1	-2	/	-1	/	/	-12	5
COc1ccc(C=C(c2ccc(OC)cc2)c2ccc(OC)cc2)cc1	-1	-9	15	0	12	-13	-3	-6	1
COC(=O)C1=C(N)Oc2cc(N(C)C)ccc2C1c1ccccc1OC (stereo unspecified)	-48	-6	1	-21	8	0	10	-5	3
CCn1cc(/C=N/NC(=O)c2ccc(C#N)cc2F)c2ccccc21	28	-7	/	-10	9	-2	5	/	/
O=C(N/N=C/c1ccc(Cl)c([N+](=O)[O-])c1)c1ccc2nc[nH]c2c1	2	12	/	-24	-11	9	-6	/	/
O=C(O)c1nn2c(c1Br)NC(c1ccccc1)CC2C(F)(F)F (stereo unspecified)	-10	/	/	1	/	-3	-12	/	/
COc1ccc(NC(=O)c2sccc2C)c([N+](=O)[O-])c1	7	-7	/	-16	9	-3	-11	/	/
Cc1ccc(S(=O)(=O)CCc2nc3ccccc3n2CCC#N)cc1	10	10	7	-3	-5	4	-10	-5[fluorescence artefact?]	8
O=C(CN(Cc1cccs1)C(=O)CNS(=O)(=O)c1ccc(F)cc1)NCc1ccco1	-9	-12	3	0	9	10	-28	3	3
CSc1ncccc1C(=O)OCC(=O)N(C)C1CCS(=O)(=O)C1 (stereo unspecified)	19	-2	/	9	1	-2	-15	/	/
CCCCSc1nnc2n(CCc3ccccc3)c(=O)c3c4c(sc3n12)COC(C)(C)C4	-19	5	2	-7	-2	-4	-14	-9	-1
CC(C)Sc1nc2ccccc2n1CC(=O)NCc1ccc2c(c1)OCO2	-2	6	-2	3	-8	-14	-4	-14	0
COc1ccc(-c2noc(N3CCC(C(=O)N4CCN(c5ccccn5)CC4)CC3)n2)cc1	-6	-4	8	31	4	-10	8	-4	6
COc1ccccc1C(c1nnnn1C(C)(C)C)N1CCCCCC1 (stereo unspecified)	-11	-2	12	-2	1	-8	4	-4	0
CCN(CC)C(=O)CCc1nc2sc3c(c2c(=O)[nH]1)CCCC3	3	-4	12	13	6	15	-16	20	-1
CC1CCN(Cc2csc(N)n2)CC1	3	-8	/	-16	10	9	-7	/	/
O=[N+]([O-])c1ccc2n[nH]nc2c1	3	-6	7	2	4	-17	10	-15	8
COc1ccc(N(CC(=O)NC2CCCC2)S(=O)(=O)c2c(C)[nH]c(=O)[nH]c2=O)cc1	-13	-19	-17	10	16	6	-29	0	3
CC(C)c1noc2ncc(C(=O)c3cc(Cl)cc(Cl)c3O)cc12	-5	0	-4	-7	2	16	26	3	-4
O=C(O)CCc1nn2cnc3sc4c(c3c2nc1=O)CCCC4	-11	14	-3	2	-12	3	-35	3[fluorescence artefact?]	-3
CCC(CC)C(=O)c1c[nH]c(C(=O)NCCCN2CCOCC2)c1	-16	12	/	14	-12	-25	-10	/	/
CCNS(=O)(=O)c1ccc(NC(=O)Cn2nc(C(F)(F)F)cc2C)cc1	3	-5	9	0	2	-10	-2	27	3
O=C(NCCCn1ccnc1)Nc1cccc2ccccc12	11	-1	4	-13	5	12	7	-17[fluorescence artefact?]	-1
COc1ccc(-c2cc(C(=O)OC3CCOC3=O)c3ccccc3n2)cc1OC (stereo unspecified)	-10	-4	-3	46	5	3	-24	-5	7
COc1ccc(CNC(N)=O)cc1	37	0	8	10	1	-9	-17	-24[fluorescence artefact?]	5
CC(=O)Nc1cc(C(=O)O)ccc1S(=O)(=O)c1ccc(C)cc1	2	-8	/	-18	7	12	-8	/	/
Cc1cc(C)c(NC(=O)CS(=O)CC(=O)N2CCN(c3ccccc3)CC2)c(C)c1 (stereo unspecified)	1	/	5	-20	/	-4	-4	-7[fluorescence artefact?]	-1
Cc1cccc(/C=N\NC(=O)c2sccc2-n2cccc2)c1	-19	40	/	8	-37	25	-56	/	/
CC(=O)c1c(C)[nH]c(C(=O)NCCc2ccccc2)c1C	-7	16	0	26	-16	7	-9	-5	11
CSc1cccc(NC(=O)C2CCN(S(C)(=O)=O)CC2)c1	-74	-3	-8	-4	6	26	0	-8	0
N#C/C(=C(/O)COC(=O)CCCNC(=O)c1ccc(Cl)cc1)c1nc2ccccc2[nH]1	-5	12	-3	-4	-13	-6	-10	40	5
O=C(NCCc1ccccc1)c1ccc([N+](=O)[O-])cc1	5	-2	/	19	0	7	-11	/	/
Cc1n[nH]c(C)c1N1C(=O)c2cccc3cc(Br)cc(c23)C1=O	-52	-9	-7	-6	8	-19	-9	2	-2
CC1=CC(=O)C(C(C)C)=C/C1=N/OC(=O)c1cccc([N+](=O)[O-])c1	/	0	18	15	-2	-14	-21	0	10
Cc1ccc(C)c2c(SC(C)C(=O)NCc3ccco3)nc(-c3ccccc3)nc12 (stereo unspecified)	32	15	8	-3	-10	16	8	-4	9
Cc1cc(NC(=O)CN2CCCCC2C)no1 (stereo unspecified)	-10	13	-5	10	-14	0	-18	-8	1
Cc1cccc2cc(CN(Cc3cccs3)C3(c4nnnn4C4CCCC4)CCCC3)c(=O)[nH]c12	-22	-10	12	-3	8	25	-32	10	8
COc1ccc(C(=O)N2c3ccccc3C(=O)OC2c2ccc3c(c2)OCO3)cc1 (stereo unspecified)	6	-5	/	-17	4	-16	11	/	/
O=C(CCCC1=NS(=O)(=O)c2ccccc2N1)N1CCN(c2ccccc2)CC1	-63	-6	3	/	6	-5	-23	-15	8
O=C(CNC(=S)N(Cc1ccccc1F)C1CCCCC1)NC1CC1	-27	-3	3	-4	2	4	-11	-10	1
O=C(NCC1CCCO1)c1ccccc1 (stereo unspecified)	-131	10	4	7	-12	-9	-16	-19	6
N#CCC(=N)N1CCN(c2cccc(Cl)c2)CC1	-11	7	/	-27	-5	-3	0	/	/
CC(C)Nc1nc(Cl)nc(NNC(=O)C(C)Oc2ccccc2)n1 (stereo unspecified)	/	-4	/	-14	4	12	-16	/	/
CCOC(=O)C1=C(CSc2nc3ccccc3s2)NC(=O)NC1c1cccc([N+](=O)[O-])c1 (stereo unspecified)	-55	1	/	-3	0	-2	12	/	/
CC(C)c1nnc(NC(=O)C2c3ccccc3Oc3ccccc32)s1	4	3	-10	4	-1	9	-11	16	12
O=C(Nc1ccccc1)c1c(F)c(F)c(F)c(F)c1F	-3	11	5	-12	-12	-3	4	1	6

Compound activity: PubChem, several laboratories
